# Source: PubChem BioAssay
# CBFb RUNX1 block – qHTS Assay for Compounds Blocking the Interaction Between CBF-beta and RUNX1 for the Treatment of Acute Myeloid Leukemia | Runt-related transcription factor 1 (Homo sapiens) + Core-binding factor subunit beta … | AlphaScreen CBFb-His/RUNX1-biotin binding, biochemical | Potency, µM (titrated, usually from 59.8 µM), for the others: top-dose activity, negative = inhibition, actives largely listed as inhibitors | 230,000 tested, under 10 active | AID 1477, 2009; further: % of control where 0% means no effect
# Target sequence (Q01196 whole entry, looked up): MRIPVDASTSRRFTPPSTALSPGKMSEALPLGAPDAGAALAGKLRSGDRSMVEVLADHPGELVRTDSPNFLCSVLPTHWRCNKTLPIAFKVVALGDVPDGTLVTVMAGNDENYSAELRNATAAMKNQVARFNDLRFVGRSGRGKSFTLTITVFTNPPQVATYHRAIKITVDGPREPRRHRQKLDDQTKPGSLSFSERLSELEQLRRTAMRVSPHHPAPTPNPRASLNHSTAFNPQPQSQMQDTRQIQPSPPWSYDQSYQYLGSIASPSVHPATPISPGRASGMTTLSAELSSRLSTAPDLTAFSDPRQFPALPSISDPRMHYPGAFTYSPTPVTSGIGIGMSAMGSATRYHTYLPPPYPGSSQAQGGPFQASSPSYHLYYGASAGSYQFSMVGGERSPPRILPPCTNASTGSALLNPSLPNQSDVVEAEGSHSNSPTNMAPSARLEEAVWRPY
# Target sequence (Q13951 whole entry, looked up): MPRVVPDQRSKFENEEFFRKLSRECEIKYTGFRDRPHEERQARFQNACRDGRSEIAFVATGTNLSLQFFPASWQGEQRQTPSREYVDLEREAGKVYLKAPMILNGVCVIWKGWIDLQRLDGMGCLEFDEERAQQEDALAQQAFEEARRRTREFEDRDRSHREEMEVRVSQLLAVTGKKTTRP
#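 CBFb-His/RUNX1-biotin, 30 nM each, preincubated 20 min RT; compound 15 min RT; Ni + streptavidin beads 50 ng each, 90 min RT; AlphaScreen read.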
# LMNA splice mod – qHTS Assay for Modulators of Lamin A Splicing; actives 0.01% (n = 200,000); AID 1487, 2009; Potency, µM (top dose mostly 46.1 µM), inactives show top-dose ratio change, negative = inhibition, hits mostly inhibitors; HeLa LMNA splicing GFP/RFP minigene ratio, 48 h; active means well fitted inhibition curve with a large enough effect in the signal ratio, with a control signal flat, not every such curve was filed as active; inconclusive means small, poorly fitted or top-dose-only effect, or effect the other way, or a change in a side signal; the % refers to the signal ratio; further: potency means the concentration at half of the fitted maximal effect; on the % scale 0 is the no-effect control and ±100 the full control effect
#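 Read-out is the ratio of GFP to DsRed2 object intensity, acquired by 488 nm laser-scanning cytometry on HeLa lamin A-EGFP minigene reporter cells. Compound incubation 48 hrs at 37 °C in Opti-MEM with 2% FBS; DMSO 0.5% final.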
# HTT ATP protect – qHTS Multiplex Assay to Identify Dual Action Probes in a Cell Model of Huntington: Cytoprotection (ATP) | PC12 HTT-Q103 induced, cytoprotection, ATP luminescence, 40 h | Potency, µM (series often up to 56.4 µM), for inactives: cytoprotection (ATP increase), most hits filed as activators | actives 0.14% (n = 230,000) | AID 1471, 2008;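 further: potency means the concentration at half of the fitted maximal effect; % of control where 0% means no effect; nearly all actives have a fitted effect of over 45% in size; toxic huntingtin expression switched on by the ecdysone agonist tebufenozide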
#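 PC12 cells stably carrying ecdysone-inducible Htt exon 1 (Q103)–GFP were induced with 100 nM tebufenozide (final) alongside library compounds in a dose series. Cytoprotection was scored as retained ATP by ATPlite luminescence.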
# GAA inhib – qHTS Assay for Inhibitors of Human alpha-Glucosidase as a Potential Chaperone Treatment of Pompe Disease. purified human GAA, 4-MU-alpha-glucoside fluorescence. Potency, µM (doses to about 76.9 µM), inactives show at the highest dose activity change, negative = inhibition, hits mostly inhibitors. actives 0.005% (n = 200,000). AID 1466, 2008;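 further: potency means the concentration at half of the fitted maximal effect; plate controls were uninhibited enzyme wells for no effect and no-enzyme background for full effect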
#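 Human alpha-glucosidase, 4 nM, pre-mixed with test compounds before 400 uM 4-methylumbelliferyl substrate; 20 min room temperature at pH 5.0. Fluorescence read after pH 10 stop; AC50 values from Hill-equation fits.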
# HttQ103 aggreg – qHTS Multiplex Assay to Identify Dual Action Probes in a Cell Model of Huntington: Aggregate Formation (GFP). PC12 HttQ103-GFP aggregates, Acumen cytometry, 40 h. Potency, µM (top dose mostly 46.1 µM), without a hit: at the highest dose activity change, negative = inhibition, usual class: inhibitors. actives 1.1% (n = 220,000). AID 1688, 2009; further: potency means the concentration at half of the fitted maximal effect; on the % scale 0 is the no-effect control and ±100 the full control effect; nearly all actives have a fitted effect of over 60% in size
#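 Ecdysone-promoter PC12 model expressing HTT exon 1 Q103 fused to GFP, induced by tebufenozide at 100 nM final. Compounds titrated; aggregates sized 1–25 µm scored on a 488 nm laser cytometer.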
# GAA spleen mod – qHTS Assay for Inhibitors and Activators of Human alpha-Glucosidase From Spleen Homogenate; Lysosomal alpha-glucosidase (Homo sapiens), P10253; human spleen homogenate, 4-MU-alpha-glucoside fluorescence; Potency, µM (highest dose often 79.9 µM), for inactives: top-dose activity change, negative = inhibition, most hits filed as inhibitors; actives 0.006% (n = 240,000);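 further: potency means the concentration at half of the fitted maximal effect; 0% = enzyme with vehicle and -100% = no enzyme basal signal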
#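 AC50 values come from Hill-equation fits of concentration-response data, normalized to no-enzyme and full-activity controls. Enzyme source: 1 ug human spleen homogenate; 1 mM fluorogenic 4-MU glucoside, pH 5.0 citrate buffer, 37 C, 40 min.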
# GAA glycogen mod – qHTS Assay for Inhibitors and Activators of Human alpha-Glucosidase Cleavage of Glycogen; actives 0.38% (n = 300,000); recombinant GAA, glycogen substrate, Amplex Red glucose oxidase fluorescence; Potency, µM (doses to about 76.4 µM), without a hit: at the highest dose activity change, negative = inhibition, usual class: inhibitors;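 further: potency means the concentration at half of the fitted maximal effect; 0% = full enzyme reaction and -100% = no-enzyme basal signal; the screen sought inhibitors and activators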
#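 Recombinant human enzyme (4 nM); glycogen substrate; 37 C, 40 min, pH 5.0. Readout: coupled glucose oxidase/Amplex Red fluorescence.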
# An asterisk follows results filed as active; ? = inconclusive; nt = not tested or not shown; & = joins results of further samples; [ ] = remark or other dose. Unless noted, the call rests on the fitted dose curve; in most records, active means well fitted curve in the direction sought with a large enough effect; inconclusive means small, poorly fitted or top-dose-only effect, or another doubt; inactive means no such curve, though single readings can be large; an effect the other way counts as inactive or inconclusive.
SMILES,CBFb RUNX1 block,LMNA splice mod,HTT ATP protect,GAA inhib,HttQ103 aggreg,GAA spleen mod,GAA glycogen mod
Cc1ccccc1NC(=O)c1c(C)cc(=O)oc1C,15.0%,25.3%[46 µM],-4.9%[10 µM],2.5%[15.4 µM],-11.9%[9.22 µM],-10.8%,12.9%
Cc1ccc(N(CC2CO2)S(=O)(=O)c2ccc(C)cc2)cc1 (centres undefined),7.7%,nt,16.5%[10 µM],5.1%,-0.5%[9.22 µM],-2.6%,-2.4%
COCCCNC(=O)c1cccc(NC(=O)c2ccccc2)c1,6.5%,-6.0%,2.9%[10 µM],1.8%,2.7%,1.0%,1.6%
COC(=O)c1ccc2c(=O)n(CCCN3CCCC3=O)c(=S)[nH]c2c1,2.1%,1.5%,-1.1%[0.074 µM],-0.7%,13.9%,-0.5%,-5.0%
Cc1cc(C(=O)COc2nncc3ccccc23)c(C)n1C,2.8%,17.4%,0.3%,-2.3%,10.7%,-6.9%,5.3%
Cc1cn(C(=O)C(C)N2C(=O)c3ccccc3C2=O)c(C)n1 (centres undefined),-0.5%,5.2%,10.5%,-2.5%,-5.7%,-5.1%,-6.4%
CCOC(=O)C1(CCOC)CCN(C(=O)c2sccc2C)CC1,5.7%,15.5%[46 µM],8.0%[10 µM],-6.9%,-11.4%[9.22 µM],8.4%,-10.6%
O=C(/C=N/NC(=O)c1ccc(Cl)cc1Cl)c1ccccc1,2.6%,nt,28.3%[10 µM],nt,40.5%[9.22 µM],2.3%,1.2%
CC(C(=O)N1CCN(C2c3ccccc3-c3ccccc32)CC1)N1C(=O)c2ccccc2C1=O (centres undefined),12.6%,?,5.8%[10 µM],-5.4%,4.7%,-5.0%,-4.6%
COc1ccc(-c2n[nH]c(=S)n2/N=C/c2cccn2C)cc1,-2.5%,nt,14.7%[10 µM],nt,-11.2%[9.22 µM],2.9%,-9.9%
CCCCC(=O)NCCNc1nc2c(c(=O)n(C)c(=O)n2C)n1Cc1ccc(F)cc1,-1.0%,-4.0%,-22.7%,2.1%,14.6%,-1.7%,-4.8%
COc1ccc(N(CN2C(=O)c3ccccc3C2=O)C(=O)COc2ccc(Cl)cc2Cl)cc1,-3.9%,-1.6%,-4.6%[1.9 µM],-5.2%,11.5%,-4.9%,4.9%
CC(C)c1ccc(N(CC(=O)NCCSC(C)(C)C)S(C)(=O)=O)cc1,-1.9%,1.1%,1.2%,-3.3%,-6.9%[9.22 µM],1.7%,3.6%
COc1cccc(OC)c1C(=O)N1CCN(S(=O)(=O)c2ccc(C)cc2)CC1,1.4%,5.8%,-6.5%,?,4.4%,-17.3%,-4.6%
Cc1cccc(OCCNC(=O)c2cccc(Oc3ccc(C(F)(F)F)cc3[N+](=O)[O-])c2)c1,1.1%,?,4.6%[10 µM],-12.3%,-7.5%,-0.1%,-16.8%
CSc1ncc2ncn(C3OC(CO)C(O)C3O)c2n1 (centres undefined),5.8%,?,16.4%[10 µM],-11.5%,0.3%[9.22 µM],15.5%,-5.0%
Cc1csc(SCc2nnc(-c3ccccc3Br)o2)n1,0.6%,0.4%,-28.3%[10 µM],7.0%,?,-1.3%,1.7%
CN(C)c1nc(SCC#N)nc(N2CCOCC2)n1,1.6%,-2.6%,2.1%,-27.1%,?,-4.6%,6.1%
N#Cc1cccc2cnccc12,3.2%,27.0%,10.0%[10 µM],3.1%,?,1.5%,-2.2%
CCOC(=O)C1C(=O)C=C(c2ccc(Br)cc2)CC1c1ccco1 (centres undefined),5.4%,?,-23.1%,-4.7%,-24.8%,-2.5%,-5.1%
COc1cccc(Oc2ccc(C(F)(F)F)cc2NC(=O)c2cccc(F)c2)c1,?,?,8.8%[10 µM],-10.5%,-4.8%,-8.1%,-15.1%
CC(C)(C)NS(=O)(=O)c1ccc(CCC(=O)Nc2ccc3c(c2)OCO3)cc1,-1.7%,-8.4%,-4.7%,4.6%,-8.8%,1.6%,-3.2%
CCCCC/C=C/C=C1/C(=O)C=C[C@@H]1C/C=C\CCCC(=O)O,?,nt,?,nt,nt,2.7%&-1.5%&-16.6%&3.1%,nt
Cc1c(NC(=O)c2cnn3c2NC(c2ccc(Br)cc2)CC3C(F)(F)F)c(=O)n(-c2ccccc2)n1C (centres undefined),5.7%,-12.5%,-37.6%[10 µM],6.5%,-16.5%,-1.3%,5.4%
O=C(CN(c1ccc(Cl)c(C(F)(F)F)c1)S(=O)(=O)c1ccccc1)N1CCOCC1,6.0%,27.5%,0.0%,-18.0%,16.7%,3.9%,-10.6%
O=C(c1ccccc1Cl)N1CCNCC1,-1.4%,8.6%,1.4%,-1.4%,9.2%[9.22 µM],3.9%,1.1%
CCc1ccccc1N1CC23C=CC(O2)C(C(=O)OCC(C)C)C3C1=O (centres undefined),0.3%,3.5%,-1.8%,2.4%[15.4 µM],4.9%,-12.1%,-3.4%
OC(CN1CCOCC1)C12CC3CC(CC(C3)C1)C2 (centres undefined),0.3%,-3.8%,-6.6%[0.074 µM],13.6%,-21.8%,-5.3%,1.4%
Cc1nc(S(=O)(=O)N(C)Cc2ccccc2)c(C#N)c(C)c1Cl,1.9%,12.1%[0.0737 µM],14.3%,1.5%,9.9%,-6.5%,10.9%
COc1ccc(NC(=O)c2cccs2)cc1,0.7%,-9.5%,-8.3%[1.9 µM],-7.5%,-3.7%,3.2%,-11.4%
CCOC(=O)/C=C/C(=O)Nc1ccc(S(=O)(=O)Nc2c(C)cc(C)cc2C)cc1,-3.8%,?,-5.0%[10 µM],-1.8%,-3.9%,1.4%,10.3%
CC(C)c1ccccc1NC(=O)C1CN(S(=O)(=O)c2ccccc2)CCN1S(=O)(=O)c1ccccc1 (centres undefined),5.1%,0.6%,-5.4%[10 µM],-1.0%,-2.1%,-3.6%,-7.9%
O=C(c1ccc(Oc2cc(Cl)cc(Cl)c2)o1)N1CCCCC1,11.0%,nt,-6.4%[10 µM],-17.3%,-22.6%[9.22 µM],8.9%,-16.2%
COc1ccc(OC)c(Nc2nc(-c3sc(C)nc3C)cs2)c1,?,1.2%,-9.3%,-9.6%,-22.2%,-6.7%,?
COc1ccc(C2=NOC(CNC(=S)N3CCOCC3)C2)cc1 (centres undefined),-1.8%,nt,1.6%[10 µM],nt,-23.5%[9.22 µM],3.9%,3.6%
O=C(O)C1Cc2ccccc2CN1C(=O)CCl (centres undefined),2.0%,-12.7%[46 µM],-62.4%[inhibitor],6.3%,9.2%,-4.9%,0.4%
Cc1ccc(NC2=NCC(=O)N2Cc2cccs2)cc1C,5.2%,nt,6.0%[10 µM],0.0%,14.8%[9.22 µM],-3.9%,1.7%
Cc1cc(C(=O)NCc2ccco2)c2cc(F)ccc2n1,5.7%,nt,-7.3%[10 µM],?,3.9%[9.22 µM],7.5%,1.8%
FC(F)(F)c1cnc(Sc2ncn[nH]2)c(Cl)c1,-2.9%,17.0%[46 µM],-72.5%[inhibitor],2.6%,11.4%,-10.5%,3.8%
CCCn1c(N)c(C(=O)CSc2nnc(Cc3ccccc3)o2)c(=O)n(C)c1=O,-5.4%,?,38.9%[10 µM],-0.2%,12.1%,5.2%,nt
O=C(N=Nc1c(O)n(Cc2ccccc2)c2ccccc12)c1cc2ccccc2cc1O,?,?,-60.1%[inhibitor][10 µM],-2.3%,-41.6%,-13.9%,-5.7%
CCO[C@H]1OC(C(=O)NCc2nc3ccccc3[nH]2)=C[C@@H](C)[C@@H]1CCCO,15.6%,nt,13.2%[10 µM],nt,2.1%[9.22 µM],-4.5%,2.2%
O=C(CC1C(=O)NCCN1CC(c1ccccc1)c1ccccc1)NCCc1cn[nH]c1 (centres undefined),1.3%,nt,-27.2%,?,-8.9%,-1.2%,16.9%
Cc1c(Br)c(=O)oc2c(Br)c(O)c(O)cc12,-2.3%,?,39.0%[10 µM],-0.8%,?,5.3%,?
C/C(=N\NC(=O)Cc1csc(N2CCOCC2)n1)c1ccccc1,2.6%,-11.2%,2.2%,-9.6%,12.0%,-2.1%,-14.9%

# Three entries from above, ordered by the number in LMNA splice mod, largest number first.
structure | LMNA splice mod
COc1ccc(OC)c(Nc2nc(-c3sc(C)nc3C)cs2)c1 | 1.2%
CC(C)c1ccccc1NC(=O)C1CN(S(=O)(=O)c2ccccc2)CCN1S(=O)(=O)c1ccccc1 (centres undefined) | 0.6%
C/C(=N\NC(=O)Cc1csc(N2CCOCC2)n1)c1ccccc1 | -11.2%

# Additional results follow:
SMILES,CBFb RUNX1 block,LMNA splice mod,HTT ATP protect,GAA inhib,HttQ103 aggreg,GAA spleen mod,GAA glycogen mod
C#Cc1ccc([C@@H]2C=C(C(=O)N3CCOCC3)O[C@H](OCC)[C@H]2CCCO)cc1,9.1%,nt,16.5%[10 µM],nt,6.8%[9.22 µM],-2.3%,2.3%
COc1cc(C=C2C(=O)c3ccccc3C2=O)cc(OC)c1,-5.3%,nt,7.5%[10 µM],nt,-15.9%[9.22 µM],3.7%,-6.4%
CCc1c(C)sc(NC(=O)c2ccccc2[N+](=O)[O-])c1C(N)=O,2.7%,-5.4%,14.4%[10 µM],-4.7%,6.2%,-4.0%,6.4%
CCN(CC)S(=O)(=O)c1ccc(Cl)c(C(=O)OC)c1,8.4%,-16.5%,-10.0%[10 µM],-6.6%,8.8%,-8.4%,-0.2%
O=C(CCN1C(=O)C2CCCCC2C1=O)Nc1ccc(F)c(F)c1F (centres undefined),7.6%,nt,-32.8%[inhibitor],-4.8%,-1.0%,6.4%,7.3%
COc1cc(CCC(=O)OCC(=O)NCc2ccccc2)cc(OC)c1OC,-0.5%,nt,-9.6%,3.7%,15.0%,7.7%,3.4%

# Complete entries as entered above. Order of values: CBFb RUNX1 block, LMNA splice mod, HTT ATP protect, GAA inhib, HttQ103 aggreg, GAA spleen mod, GAA glycogen mod
# Listed for O=C(CCN1C(=O)C2CCCCC2C1=O)Nc1ccc(F)c(F)c1F (centres undefined) : 7.6%, nt, -32.8%[inhibitor], -4.8%, -1.0%, 6.4%, 7.3%
# Listed for COc1cc(C=C2C(=O)c3ccccc3C2=O)cc(OC)c1 : -5.3%, nt, 7.5%[10 µM], nt, -15.9%[9.22 µM], 3.7%, -6.4%

# Not a hit list. About 1.5% of those tested had a hit in this group.
